Source: PubChem (several laboratories)
Wnt bcat act = Wnt/beta-catenin pathway activators, primary screen, cell-based, plate reader, single point; Wnt/beta-catenin reporter cell assay, activator; activation, % at 9.35 µM; 300,000 tested, 1.2% active; AID 743398, 2014; in the data active means activation above about 30%, passing the limit was not always enough; inconclusive means no clear call, values can overlap the other calls;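 further: 0% = neutral control wells and 100% = positive control wells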
AddAB inh = growth inhibition of E. coli expressing H. pylori AddAB, primary screen, AddAB inhibitor project, absorbance. inhibition, % at 11.9 µM. AID 435030, 2010. 330,000 tested, 0.29% active; in the data active means inhibition above about 12%;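 further: 0% = vehicle wells of infected cells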
CAL PDZ FP-1 = untagged CAL PDZ binding inhibitors, primary screen, biochemical, fluorescence polarization, HTS | purified CAL PDZ, TMR-peptide fluorescence polarization, 1 h | Golgi-associated PDZ and coiled-coil motif-containing protein (Homo sapiens), Q9HD26 | AID 602252, 2012 | 300,000 tested, 0.92% active | inhibition, % at 24.9 µM;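 active means mean inhibition of at least 30% with at least half of replicates also reaching 30%; inconclusive means no clear call, values can overlap the other calls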;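 further: 0% = DMSO neutral control and 100% = excess unlabeled competitor peptide PRC23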
E coli growth = E. coli V3065 growth inhibition, primary screen, counter-screen for AddAB inhibitor project, absorbance, OD600; 18 h; inhibition, % at 11.9 µM; 330,000 tested, 0.27% active; AID 449728, 2010;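 active means inhibition above the campaign's mean inhibition across all tested compounds plus 3 SD, cut at about 9.9% in these data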;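 further: uninfected addAB+ strain grown without phage in ampicillin broth; 0% = DMSO wells and 100% = ciprofloxacin 0.95 µg/ml wells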
SR-BI uptake up = activators of SR-BI mediated DiI-HDL uptake, primary screen, ldlA[mSR-BI] CHO cells, DiI fluorescence. AID 504775, 2011. activation, % at 12.5 µM. 3 h; 100 = double the neutral-control signal. 320,000 tested, 0.096% active;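 active means mean replicate activation of at least 60% and every replicate at or above 60%; inconclusive means mean or all-replicate condition met, but not both; inactive means mean below 60% and not all replicates reaching 60%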;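 further: 0% = median plate neutral-control signal and 100% = twice that signal; values of inactives mirror those of a sister screen read the other way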
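Test system: SR-BI-overexpressing, LDLR-lacking CHO cells; Also added: labelled HDL, 10 µg/mL; Measured by: bottom-read cell fluorescence after medium removal, ex 550/em 595 nm; Timing: 3 h uptake period with compound, 37 °C; Buffer or medium: F12, 0.5% BSA, 25 mM HEPES; Doses: single compound concentration, delivered by pin transfer.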
phage Ecoli inh = growth loss of phage-infected E. coli, primary screen, RecBCD inhibitor project, absorbance, with phage, HTS; 360,000 tested, 0.26% active; inhibition, % at 11.9 µM; AID 651602, 2012; in the data active means inhibition above about 11%
CAL PDZ FP-2 = CAL PDZ peptide-binding inhibitors, primary screen, biochemical, fluorescence polarization, Cer-tagged CAL PDZ, HTS | 330,000 tested, 0.02% active | inhibition, % at 20 µM | AID 504414, 2011 | purified CAL PDZ, TMR-peptide fluorescence polarization, 1 h | Golgi-associated PDZ and coiled-coil motif-containing protein (Homo sapiens), Q9HD26;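 active means highest replicate inhibition of at least 40%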;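 further: plate controls were DMSO neutral control wells for no effect and unlabeled competitor peptide control wells for full effect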
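Material: tagged CAL PDZ protein CerCALP, purified; buffer or medium: sodium phosphate/NaCl buffer pH 7.4 with TCEP, IgG, Thesit; also added: fluorescent TMR peptide probe; schedule: 1 h incubation at room temperature before polarization reading; technique: fluorescence polarization from S- and P-plane intensities, G-factor corrected; control set: unlabelled peptide and DMSO controls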
MITF act = activators of MITF-driven TRPM1 promoter reporter, primary screen, cell-based, SK-MEL-5, luciferase, single point; SK-MEL-5 TRPM1-promoter luciferase, 24 h; % of positive control, neutral wells = 0; 300,000 tested, 0.75% active; activation, % at 12.5 µM;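 active means mean activation of at least 80% with every replicate also reaching 80%; inconclusive means mean reaches 80% but some replicate falls short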;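 further: 0% = neutral control wells and 100% = parthenolide positive control wells; values of inactives mirror those of a sister screen read the other way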
SR-BI DiI inh = inhibitors of SR-BI mediated HDL lipid uptake, primary screen, ldlA[mSR-BI] cells, fluorescence, single point; 320,000 tested, 0.96% active; Scavenger receptor class B member 1 (Mus musculus), Q61009; ldlA[mSR-BI] CHO cells, DiI-HDL uptake fluorescence, 3 h; AID 488896, 2010; inhibition, % at 12.5 µM;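 active means mean replicate inhibition of at least 70% and a set share of replicates each scoring 70 or more; inconclusive means meets just one of the two criteria; inactive means fails both criteria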;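 further: 0% = median of neutral control wells and 100% = median of positive control wells; values of inactives mirror those of a sister screen read the other way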
Target sequence (Q61009 whole entry, looked up): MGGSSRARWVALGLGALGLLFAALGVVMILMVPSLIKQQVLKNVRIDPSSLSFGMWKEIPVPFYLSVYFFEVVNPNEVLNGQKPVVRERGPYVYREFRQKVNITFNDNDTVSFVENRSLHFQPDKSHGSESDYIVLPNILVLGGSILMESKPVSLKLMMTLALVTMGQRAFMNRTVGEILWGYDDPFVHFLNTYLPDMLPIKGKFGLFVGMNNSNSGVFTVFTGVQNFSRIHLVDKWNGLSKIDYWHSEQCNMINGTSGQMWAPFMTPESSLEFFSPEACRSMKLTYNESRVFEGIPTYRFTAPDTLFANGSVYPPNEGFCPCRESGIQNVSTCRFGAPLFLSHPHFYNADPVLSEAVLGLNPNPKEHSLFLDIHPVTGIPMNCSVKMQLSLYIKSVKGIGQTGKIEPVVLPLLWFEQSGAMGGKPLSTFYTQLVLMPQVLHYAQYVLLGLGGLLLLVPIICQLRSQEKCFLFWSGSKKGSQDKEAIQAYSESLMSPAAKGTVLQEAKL
Tat export inh = E. coli Tat export inhibitors, primary screen, MC4100, TorA-mCherry reporter, fluorescence, single point | AID 488895, 2010 | 340,000 tested, 0.036% active | inhibition, % at 10 µM;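 active means mean replicate inhibition at least 50% and at least half of replicates individually reaching 50%; inconclusive means only one of the two criteria met; inactive means neither criterion met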;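 further: exported cargo escapes ClpAP degradation while cytoplasmic cargo is degraded and loses fluorescence; 0% = median of neutral control wells and 100% = median of NaSCN control wells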
Active calls of the source: *; ? = inconclusive; . = not tested or not shown. The order is random. About 3.6% of those tested had a hit in this group.

SMILES	Wnt bcat act	AddAB inh	CAL PDZ FP-1	E coli growth	SR-BI uptake up	phage Ecoli inh	CAL PDZ FP-2	MITF act	SR-BI DiI inh	Tat export inh
CCOc1cc(C2c3c(n[nH]c3C)C(=O)N2c2ccc(C)cc2)ccc1O (centres undefined)	1.0	1.9	-9.5	0.7	-12.1	0.1	-1.0	3.2	12.1	-7.9
O=C(Cc1n[nH]c(=O)c2ccccc12)OCC(=O)c1ccc(OC(F)F)cc1OC(F)F	-1.4	-0.9	-3.0	-0.9	-5.2	4.6	-0.1	2.2	5.2	5.6
CCCCC(C(=O)NC(C)(C)C)N(Cc1ccccc1Cl)C(=O)c1snc(C(N)=O)c1N (centres undefined)	-0.3	.	0.5	.	33.0	0.2	-2.5	1.8	-33.0	-6.6
CCOc1ccc(N2CC(C(=O)Nc3ccc(S(=O)(=O)NCC4CCCO4)cc3)CC2=O)cc1 (centres undefined)	0.4	0.9	-1.5	-1.8	.	-0.6	-2.7	-14.0	.	7.4
Cc1noc(C)c1-c1nc(CS(=O)(=O)c2ccc(Cl)cc2)no1	-1.6	-0.1	0.3	0.0	-5.9	5.5	0.1	9.9	5.9	14.1
CC(=O)Oc1ccc(C(=O)Nc2ccc(S(=O)(=O)NCC3CCCO3)cc2)cc1 (centres undefined)	-4.3	3.1	-2.5	-0.1	-17.3	0.0	-0.4	-6.9	17.3	-9.4
COc1ccc2c(c1)CCN(C(=O)CCl)C2C1C(=O)CCCC1=O (centres undefined)	-2.4	1.9	-2.6	2.0	21.6	3.2	-3.1	-0.5	-21.6	-1.1
O=C(COC(=O)CSc1ccc(F)cc1)NNC(=O)c1ccc([N+](=O)[O-])cc1	2.3	1.9	-2.0	-0.4	-1.5	1.2	-1.9	-10.8	1.5	-4.8
COC(=O)C1=C(C)OC(N)=C(C#N)C1c1ccsc1 (centres undefined)	0.3	0.7	-2.1	-1.3	21.5	1.9	-1.0	6.3	-21.5	2.9
CC(C)C(C)NC(=O)COc1ncnc2ccccc12 (centres undefined)	.	1.6	.	0.5	-15.6	3.3	0.7	7.8	15.6	-4.7
Cc1cccc(-n2c(SCC(=O)NCc3ccc4c(c3)OCO4)nc3ccccc3c2=O)c1	0.9	-1.6	-2.5	-0.2	13.6	2.6	-3.0	4.1	-13.6	-18.6
CCOC(=O)N1CCC(NC(=O)c2cc3cc4cc(OC)ccc4nc3o2)CC1	-0.2	-1.4	-3.3	-0.6	-53.1	2.2	-1.5	-2.1	53.1	-0.1
CCc1ccc(N(CC(=O)NCc2cccnc2)S(=O)(=O)c2ccccc2)cc1	-0.7	0.4	.	-2.3	13.8	1.7	-7.4	-9.7	-13.8	-5.6
Cc1cccc(C)c1OC1(c2ccccc2)OC(=O)c2ccccc21 (centres undefined)	.	4.1	-2.7	1.5	30.5	2.4	-0.9	-1.0	-30.5	4.8
CC(CCC(=O)O)C1CC[C@H]2C3CCC4CC(=O)CCC4(C)[C@H]3CC(=O)C12C (some centres undefined)	-0.6	-0.7	-1.0	-2.6	8.8	1.0	-0.7	-3.6	-8.8	-1.8
CC(/C=C/c1ccccc1)=N/O	.	2.4	-3.8	1.4	0.0	2.1	.	15.9	0.0	3.3
Cc1nn(Cc2ccc(Cl)cc2)c(C)c1NC(=O)c1noc2c1CCc1ccccc1-2	1.0	-1.4	0.6	-1.0	7.3	0.5	-0.3	6.5	-7.3	3.0
O=c1cc(-c2ccccc2)nc(N2CCN(Cc3ccccc3)CC2)[nH]1	.	3.2	-4.8	-0.5	-33.1	0.9	-0.8	-4.3	33.1	0.1
CN(C)S(=O)(=O)n1cnc(-c2ccccc2)c1-c1ccccc1	.	-1.4	-2.6	-0.7	32.2	2.0	-1.0	-9.6	-32.2	1.0
COc1ccc(OC)c(-c2nnc3n2N=C(c2ccc(OC)c(OCC4CC4)c2)CS3)c1	.	-0.8	-7.4	-1.3	-13.9	.	-7.8	-64.4	13.9	-4.8
Cc1c(C2(O)C(=O)Nc3ccc(F)cc32)c(=O)n(-c2ccccc2)n1C (centres undefined)	0.9	-0.6	0.0	0.3	-11.8	3.1	-1.5	0.2	11.8	-5.9
CC(=O)c1c(C)nn(CCC(=O)O)c1C	5.1	0.8	-0.5	3.0	31.9	1.8	-0.5	-2.9	-31.9	-3.9
O=C(NCCCN1CCCCCC1)c1ccc(CS(=O)(=O)Cc2ccccc2F)o1	.	.	-5.8	.	11.4	1.3	0.5	5.7	-11.4	2.0
COc1ccc(Nc2nnc(Cc3ccc(Cl)cc3)c(=O)[nH]2)c(OC)c1	0.6	2.6	4.3	-1.6	25.0	0.0	-5.0	.	-25.0	7.8
Cc1ccc(NC(=O)C2CCCN(C(=O)c3ccc(Cl)cc3)C2)cc1 (centres undefined)	-1.9	0.3	-1.4	-0.2	-17.6	4.7	.	6.2	17.6	-4.0
Cc1ccc(C2=Nn3c(COc4ccc(Cl)cc4)nnc3SC2CC(=O)O)cc1 (centres undefined)	-2.9	3.5	-11.8	-0.8	8.0	0.3	-0.6	0.7	-8.0	1.0
CNC(=O)c1cc2c(=O)n3cccc(C)c3nc2n(C(C)C)c1=N	-5.3	3.4	3.7	1.4	-11.8	1.8	-1.1	.	11.8	-3.9
Cc1ccccc1N(CC(=O)NCCc1ccccc1)C(=O)CCC(=O)Nc1ccccn1	-4.3	-1.2	-0.9	-1.6	-5.9	1.4	-2.6	-5.2	5.9	2.6
COc1ccc(NS(=O)(=O)CC23CCC(CC2=O)C3(C)C)cc1 (centres undefined)	.	0.3	-2.1	-3.1	19.0	0.9	-0.2	-4.4	-19.0	6.1
Cc1ccc(NS(=O)(=O)c2cccs2)cc1S(=O)(=O)N1CCCCCC1	-15.3	0.2	22.0	-2.0	-16.7	2.0	-0.1	-9.1	16.7	9.7
CCCCCC(=O)NC(=S)Nc1ccc(Cl)cn1	24.6	1.5	1.9	-0.5	11.5	3.1	-2.2	1.5	-11.5	2.2
O/N=C/c1ccccc1OCc1ccccc1Cl	.	0.5	.	-1.7	9.3	4.5	-1.2	6.8	-9.3	3.8
CCOc1ccc(NC(=O)CSc2nnc(CCNC(=O)c3ccc(OC)cc3)n2C)cc1	6.1	1.3	-5.7	-1.3	-6.5	.	-0.8	19.0	6.5	-13.8
Cc1ccc(OCC(=O)Nc2ccncc2)c(C)c1	2.1	3.7	-4.1	-0.2	14.0	-1.4	7.8	8.8	-14.0	-1.0
CCOc1ccc(C(=O)COC(=O)C2CCN(c3ccc(C(F)(F)F)cn3)CC2)cc1	1.2	-1.2	0.4	-1.3	-4.7	1.9	-1.3	4.3	4.7	-1.6
CC(=O)c1cccc(Nc2nc(-c3cccc([N+](=O)[O-])c3)cs2)c1	13.4	1.4	-0.4	-1.1	-66.4	3.9	-0.6	68.6	66.4	-12.2
O/N=C(\C[n+]1ccccc1)c1ccc(Br)cc1	-2.3	-2.2	0.0	-3.9	5.1	2.5	-0.4	0.2	-5.1	-11.7
COC(=O)C1(c2ccccc2)NC(c2cccs2)C2C(=O)N(C)C(=O)C21 (centres undefined)	-3.8	-1.1	0.9	-0.2	-7.9	-0.3	0.0	15.6	7.9	-1.2
CC(NC(=O)CN1CCCC1)C12CC3CC(CC(C3)C1)C2 (centres undefined)	.	1.6	.	-1.7	27.2	2.4	-2.0	3.5	-27.2	11.0
COc1cc2c(cc1NC(=O)CCCN1C(=O)CCC1=O)oc1ccccc12	.	0.8	-3.6	-1.7	-67.5	2.5	-1.3	61.0	67.5	2.0
CC1(C)CC(NC(=O)c2ccccc2)CC(C)(C)N1	-0.1	1.7	-4.8	0.5	16.6	1.9	-3.4	.	-16.6	1.8
COC(=O)c1cc(-c2ccc(Cl)cc2Cl)n[nH]1	3.7	-0.2	-4.6	1.1	16.8	5.5	-2.2	58.4	-16.8	-1.9
CCCOc1ccc(CC(CC(=O)O)(C(=O)O)C(=O)O)cc1	-1.2	0.4	-2.1	1.3	11.3	3.8	-0.3	0.2	-11.3	-11.1
Cc1cccc(NC(=O)CCc2nnc3ccc(NCc4ccco4)nn23)n1	-0.2	3.2	-1.1	0.3	-5.0	2.2	-2.0	-9.0	5.0	-3.0
COc1cc(OC)cc(C(=O)NCC(=O)OCC(=O)c2cc(C)n(Cc3ccco3)c2C)c1	-2.9	0.2	4.6	-0.6	-4.4	2.4	-0.9	-15.0	4.4	2.2
COc1ccc(NC(=O)c2cc(-c3ccccc3)nc3c2cnn3C(C)C)c(OC)c1	-4.2	1.1	-1.3	-1.6	-66.8	0.6	-0.4	-0.3	66.8	6.7
O=C(NCc1cccs1)C1CCCN1C(=O)Nc1cccc(Cl)c1 (centres undefined)	-1.7	4.2	-5.6	-0.2	-8.6	1.3	0.1	8.1	8.6	-2.3
NC(=NCc1ccco1)NC(=O)c1ccc(Cl)cc1	2.7	4.3	.	0.9	.	3.2	-1.0	91.9*	.	-6.3
N=C1SC(c2ccccc2)C(=O)N1c1ncc(Cc2ccccc2)s1 (centres undefined)	-3.5	4.2	-5.1	-4.0	20.0	0.6	-0.1	-13.3	-20.0	-1.7
CC(C)(C)c1ccc(S(=O)(=O)NCC2CCCO2)cc1 (centres undefined)	-0.5	0.5	.	-0.2	?	0.6	-1.9	-2.8	-68.1	-4.8

Compounds shown so far that have two or more sulfur atoms:
SMILES	Wnt bcat act	AddAB inh	CAL PDZ FP-1	E coli growth	SR-BI uptake up	phage Ecoli inh	CAL PDZ FP-2	MITF act	SR-BI DiI inh	Tat export inh
Cc1ccc(NS(=O)(=O)c2cccs2)cc1S(=O)(=O)N1CCCCCC1	-15.3	0.2	22.0	-2.0	-16.7	2.0	-0.1	-9.1	16.7	9.7
N=C1SC(c2ccccc2)C(=O)N1c1ncc(Cc2ccccc2)s1 (centres undefined)	-3.5	4.2	-5.1	-4.0	20.0	0.6	-0.1	-13.3	-20.0	-1.7
